HT1080 IDH1KD tx = qHTS for induction of synthetic lethality in tumor cells producing 2HG: qHTS for the HT-1080-IDH1KD cell line; HT-1080 IDH1 knockdown viability, ATP luminescence, 48 h; Potency, µM (highest dose often 46.1 µM), for inactives: at the highest dose activity, negative = toxicity, actives largely listed as cytotoxic; actives 2% (n = 360,000); AID 686971, 2013;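 also: potency is read from the fitted curve at half-maximal effect; 0% = DMSO wells and -100% = cell-free medium wells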
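% activity derives from luminescence (CellTiter-Glo), normalised to DMSO and no-cell wells. HT-1080-IDH1KD cells, 750/well, had 48 h compound exposure at 37 °C.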
HT1080-NT tox = qHTS for induction of synthetic lethality in tumor cells producing 2HG: qHTS for the HT-1080-NT fibrosarcoma cell line | HT-1080-NT fibrosarcoma viability, CellTiter-Glo ATP luminescence, 48 h | Potency, µM (highest dose often 46.1 µM), without a hit: top-dose activity, negative = less viability, most hits filed as cytotoxic | actives 1.6% (n = 360,000) | AID 686970, 2013;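 also: NT is the 2HG producing partner of a matched IDH1 knockdown line; potency is read from the fitted curve at half-maximal effect; 0% = DMSO-treated cells and -100% = media-only wells without cells; nearly all actives have a fitted effect of over 55% in size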
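Fibrosarcoma NT cells, 750 per well in 5% FBS RPMI, were exposed to compound for 48 hours. Viability: CellTiter-Glo luminescence.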
MCF10A rerep = A quantitative high throughput screen for small molecules that induce DNA re-replication in MCF 10a normal breast cells; actives 2.9% (n = 350,000); MCF 10A DNA re-replication, Hoechst nuclear intensity, 48 h; AID 624296, 2012; Potency, µM (titrated, usually from 46.1 µM), without a hit: top-dose activity, positive = re-replication, most hits filed as activators; also: potency is read from the fitted curve at half-maximal effect; % of control where 0% means no effect; nearly all actives have a fitted effect of over 50% in size
KB-V1 MDR tox = qHTS assay for MDR1-selective chemotherapeutics: Primary screen using the drug-selected MDR subline cells KB-V1 | KB-V1 MDR cells viability, CellTiter-Glo, 72 h | Potency, µM (doses to about 46.1 µM), for inactives: top-dose activity change, negative = cytotoxicity, hits mostly cytotoxic | actives 3.4% (n = 400,000) | AID 1347076, 2019; also: potency is read from the fitted curve at half-maximal effect; % is scaled to controls: 0 for no effect and ±100 for the full control effect; nearly all actives have a fitted effect of over 60% in size
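Luminescent ATP read-out (CellTiter-Glo, 10 min) measures survival of drug-selected KB-V1 MDR cells after 72 h, 37 degrees C compound exposure. Medium: phenol-red-free DMEM, 10% FBS. Values from fitted concentration-response curves.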
DRD3 agonist = qHTS of D3 Dopamine Receptor Agonist: qHTS. D(3) dopamine receptor (Homo sapiens), P35462. D3R DiscoveRx beta-arrestin cells, luminescence, 90 min. max activation, %. actives 0.58% (n = 410,000). AID 652048, 2013; in the data active = max activation above about 30%; also: 0% is about no effect; mostly tested at two doses, the higher about 12 µM
Target sequence (P35462 whole entry, looked up): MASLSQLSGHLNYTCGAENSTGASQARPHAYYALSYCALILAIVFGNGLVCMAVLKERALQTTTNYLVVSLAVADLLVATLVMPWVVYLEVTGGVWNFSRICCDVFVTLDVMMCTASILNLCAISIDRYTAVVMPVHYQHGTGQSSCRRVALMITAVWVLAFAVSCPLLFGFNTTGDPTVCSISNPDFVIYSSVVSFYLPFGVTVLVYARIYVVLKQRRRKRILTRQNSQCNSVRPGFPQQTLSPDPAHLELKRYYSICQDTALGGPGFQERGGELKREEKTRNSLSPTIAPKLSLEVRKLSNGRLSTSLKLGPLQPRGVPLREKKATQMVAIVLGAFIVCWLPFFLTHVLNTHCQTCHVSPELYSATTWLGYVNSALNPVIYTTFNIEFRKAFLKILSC
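Agonist-mode cell screen: cells plated at 1500/well and incubated overnight at 37 °C, then exposed to library compounds for 90 min at 37 °C. Detection reagent was added for 30–60 min at room temperature, and luminescence was read.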
HEK293 tox = qHTS of GLP-1 Receptor Inverse Agonists: Cytotox Screen | HEK293 cAMP-luciferase reporter cells, luminescence, 24 h | Potency, µM (doses to about 38.3 µM), for the others: at the highest dose activity change, negative = inhibition, hits mostly inhibitors | actives 0.13% (n = 410,000) | AID 624418, 2012;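 also: loss of luciferase light is scored as toxicity; potency is read from the fitted curve at half-maximal effect; % is scaled to controls: 0 for no effect and ±100 for the full control effect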
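Cells in DMEM/10% Nu serum/1% pen-strep, 1536-well format. Pre-incubated 12 h, dosed with 23 nL compound, incubated a further 24 h. Luciferase detection, 12 min at room temp, luminescence.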
SW480 rerep = A quantitative high throughput screen for small molecules that induce DNA re-replication in SW480 colon adenocarcinoma cells. SW480 DNA re-replication, Hoechst DNA content imaging, 48 h. Potency, µM (doses to about 46.1 µM), without a hit: at the highest dose re-replication activation, usual class: activators. actives 1.8% (n = 340,000). AID 624297, 2012; also: potency is read from the fitted curve at half-maximal effect; % of control where 0% means no effect; nearly all actives have a fitted effect of over 55% in size
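Image-based DNA-content assay: after two days of treatment, nuclei were labelled with the DNA dye Hoechst and imaged, and hits were compounds raising the count of nuclei showing high fluorescence intensity.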
IL-1B inflam inh = qHTS for Inhibitors of Inflammasome Signaling: IL-1-beta AlphaLISA Primary Screen; THP-1 LPS/ATP IL-1B secretion, AlphaLISA, 16 h; stronger effect = lower value; activity change, % at 57.5 µM; actives 4.7% (n = 360,000); in the data active = activity change below about -50%; inconclusive = mostly about -30% to -49%; also: % is scaled to controls: 0 for no effect and ±100 for the full control effect
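Secreted IL-1B measured by AlphaLISA bead assay after 16 h compound exposure of THP-1 cells; compounds (final up to 57.5 uM) added 1 h before LPS (250 ng/mL) and ATP (1.25 mM) stimulation; lower signal means less secretion.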
KB-3-1 cytotox = qHTS assay for MDR1-selective chemotherapeutics: Primary screen using the parental adenocarcinoma cell KB-3-1 | actives 1.4% (n = 400,000) | AID 1347075, 2019 | Potency, µM (top dose mostly 46.1 µM), for inactives: at the top dose activity change, negative = cytotoxic, most hits filed as cytotoxic | KB-3-1 viability, CellTiter-Glo ATP luminescence, 72 h; also: potency is read from the fitted curve at half-maximal effect; % is scaled to controls: 0 for no effect and ±100 for the full control effect; nearly all actives have a fitted effect of over 60% in size
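Parental KB-3-1 adenocarcinoma cells in phenol-red-free DMEM with 10% FBS were pin-treated with compounds at several concentrations, incubated 72 h at 37 °C, and viability read by CellTiter-Glo luminescence; concentration-effect curves were fitted after normalization.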
Numbers without * were called inactive; ? = inconclusive; · = no result given; [ ] = remark or other dose. Unless noted, calls follow the shape of the dose curve; as a rule, active = well fitted curve in the direction sought with a large enough effect; inconclusive = small, poorly fitted or top-dose-only effect, or another doubt; inactive = no such curve, though single readings can be large; an effect the other way counts as inactive or inconclusive.

SMILES	HT1080 IDH1KD tx	HT1080-NT tox	MCF10A rerep	KB-V1 MDR tox	DRD3 agonist	HEK293 tox	SW480 rerep	IL-1B inflam inh	KB-3-1 cytotox
CCOc1ccc(N(C(=O)CC(C)C)S(=O)(=O)c2ccc3c(c2)oc(=O)n3C)cc1	·	·	·	?	2	-15%	·	·	?
COC(=O)c1ccccc1NC(=O)c1ccc2c(c1)CCN2S(C)(=O)=O	·	·	·	-11%	-7	5%	·	·	25%
CCC(=O)Nc1cccc(NC(=O)c2cccnc2)c1	-1%	-1%	-4%	0%	-2	12%	-2%	3	-4%
CC(C)CCNC(=O)Cc1c(C(=O)O)[nH]c2ccc(Cl)cc12	6%[9.24 µM]	8%	3%	8%	6	-3%	-7%	0	18%
CCOC(=O)C1CCN(C(=O)c2ccccc2NC(C)=O)CC1	4%	6%	-6%	15%	2	-2%	-11%	8	10%
O=c1c(-c2ccc(Cl)cc2)[n+]([O-])c2ccccc2n1OCc1nc2ccccc2[nH]1	-18%	5%	16%	0%	-1	-7%	2%	14	11%
COc1ccc(OC(=O)c2cnn(-c3ccccc3)c2C)cc1	-2%	-3%	-4%	-7%	5	1%	-1%	-4	3%
O=C(CCl)N1CCN(S(=O)(=O)c2ccc3c(c2)OCCCO3)CC1	?	-9%[9.24 µM]	4.1µM*	12%	-5	-6%	?	-96*	?
Cc1c(CC(=O)NCCCC(=O)O)c(=O)oc2cc3oc4c(c3cc12)CCCC4	2%	-3%	2%	?	7	4%	-2%	-1	13%
O=C(COC(=O)/C=C/c1ccc([N+](=O)[O-])cc1)NCC1CCCO1 (stereo not drawn)	15%	20%	-8%	-2%	-4	14%	-4%	-2	8%
COc1ccccc1/C=C/C(=O)NCC(=O)N/N=C/c1ccccc1	4%	0%	-2%	?	-14	-19%	-14%	70	7%
CC(C)C(NC(=O)c1ccco1)C(=O)OCC(=O)NCCc1ccccc1 (stereo not drawn)	0%	-1%	7%	-20%	5	-6%	-1%	16	-3%
CN(C)CCSc1nc(O)c(-c2ccccc2)c(=O)n1-c1ccccc1	8%	3%	-2%	19%	-2	-5%	-10%	13	9%
CS(=O)(=O)N1CCN(CC2CC3C=CC2C3)CC1 (stereo not drawn)	-6%	-2%	13%	6%	-28	1%	2%	5	-18%
Cc1cc(Nc2c(C)cccc2C)n2nc(C)nc2n1	5%	2%	0%	-5%	-4	-2%	0%	-7	3%
CCCn1c(SCC(=O)N2CCN(C(=O)c3ccco3)CC2)nc2ccccc2c1=O	-3%	-15%	1%	-7%	3	-8%	-12%	-21	6%
CCOc1ccc(CN(CC)C(=O)c2ccc3c(c2)[nH]c(=O)c(=O)n3CC)cc1OC	-20%	-1%	-4%	7%	2	-3%	-5%	41	6%
COc1ccc(N=C2S/C(=C\c3cc(C)n(C)c3C)C(=O)N2C)cc1	-24%	-25%	23%	18%	5	-20%	?	-19	11%
CC(C)c1ccc(C(C(=O)NC2CCCC2)N(C(=O)CNC(=O)c2ccco2)c2cccnc2)cc1 (stereo not drawn)	14%	16%	0%	7%	-4	18%	-2%	-19	0%
CCNC(=O)c1ccc(C2SCC(=O)N2Cc2ccco2)cc1 (stereo not drawn)	8%	-2%	0%	0%	-3	-11%	0%	-2	-3%
Cc1nn(C)c(C)c1S(=O)(=O)N(CC(=O)N1CCN(c2ccccc2)CC1)c1ccc(C(C)C)cc1	·	·	·	7%	-8	-1%	·	·	6%
CCOC(=O)Nc1nc(-c2ccc(Cl)cc2Cl)cs1	22%	30%	?	-18%	-3	2%	-10%	-29	0%
COc1ccc(CNC(=O)CNC(=O)N2CC(=O)Nc3ccccc32)cc1	8%	5%	-38%[inhibitor]	14%	0	19%	0%	14	-7%
O=C1OC(c2ccc(Cl)cc2)/C(=C(/O)c2ccccc2)C1=O (stereo not drawn)	-1%	14%	1%	5%	3	4%	-3%	-11	7%
CCOC(=O)c1cccnc1SCC(=O)N(C)c1ccccc1	14%	0%	16%	-2%	10	11%	-12%	11	11%
COc1cc(/C=C/C(=O)OCC(=O)NCC(=O)Nc2cccc(C)c2C)ccc1OC(F)F	0%	1%	5%	9%	-16	3%	1%	14	13%
CCc1nc2c(OCCOc3ccc(F)cc3)cccn2c1N(C)C(=O)c1ccc(OC)cc1	8%	-9%	·	11%	-21	6%	·	-24	-2%
CC(C)(C)N=C1NC(=NC(C)(C)C)c2ccccc21	?	?	27%	?	3	-31%	?	?	-19%
O=C(NCc1ccccc1Cl)C1CCC(CNc2c(N3CCCCC3)c(=O)c2=O)CC1 (stereo not drawn)	-10%	-7%	-14%	?	-5	1%	-4%	-9	29%
COc1ccc(CNC(=O)CN(Cc2ccc(Cl)cc2)C(=O)c2csnn2)cc1	0%	11%	25%	14%	-3	12%	-1%	-9	2%

Only DRD3 agonist, KB-3-1 cytotox and SW480 rerep (two entries from above):
smiles	DRD3 agonist	KB-3-1 cytotox	SW480 rerep
O=C(NCc1ccccc1Cl)C1CCC(CNc2c(N3CCCCC3)c(=O)c2=O)CC1 (stereo not drawn)	-5	29%	-4%
O=C1OC(c2ccc(Cl)cc2)/C(=C(/O)c2ccccc2)C1=O (stereo not drawn)	3	7%	-3%

Following part:
SMILES	HT1080 IDH1KD tx	HT1080-NT tox	MCF10A rerep	KB-V1 MDR tox	DRD3 agonist	HEK293 tox	SW480 rerep	IL-1B inflam inh	KB-3-1 cytotox
CCN(CC)S(=O)(=O)c1ccc(OC)c(NS(=O)(=O)c2cccc(C(=O)O)c2)c1	12%	?	-6%	?	-3	-11%	-4%	0	3%
O=S(=O)(Nc1ccccc1)c1cccc2nonc12	-5%	0%	3%	1%	2	5%	-3%	-11	1%
O=C(COC(=O)CNC(=O)c1ccccc1F)Nc1cccc(S(=O)(=O)N2CCCCCC2)c1	12%	6%	-3%	3%	1	7%	-5%	-11	3%
COc1cc(NC(=O)c2sc3nc4n(c(=O)c3c2C)CCCCC4)cc(OC)c1OC	·	·	·	-9%	1	6%	·	·	-17%
COC(=O)[C@H](CC(C)C)NC(=O)/C=C/[C@H]1O[C@@H](n2ccc(=O)[nH]c2=O)[C@H](O)[C@@H]1O	?	18%	·	6%	2	1%	·	34	0%
C=CCc1cc(Cl)ccc1OCCOCCNC(C)(C)C	-30%	-26%	-2%	-10%	2	19%	?	-9	-9%
COc1ccc(CNC(=O)C2CSC(c3ccc(OC)cc3)N2C(C)=O)cc1 (stereo not drawn)	-1%	0%	-2%	-4%	-6	6%	0%	-7	-7%
CC1=C(C(=O)N2CCOCC2)CC(CC(=O)NC2CC2)C(=O)N1Cc1ccc(F)cc1 (stereo not drawn)	15%	?	·	7%	6	0%	·	32	0%
CC(=O)Oc1cccc(N2C(=O)c3ccccc3C2=O)c1	11%	15%	1%	10%	-5	5%	-6%	26	1%
CCOC(=O)c1c(C)oc2nc(C)nc(NCc3cccc(OC)c3)c12	·	·	·	-12%	14	1%	·	·	-16%
O=[N+]([O-])c1ccc(Oc2cccc3cccnc23)c(Cl)c1	-9%	-3%	23%	-2%	-9	0%	6%	-13	0%
Cc1cc(-c2nn3c(C)nnc3s2)ccc1NC(=O)C(C)(C)C	0%	0%	0%	4%	7	1%	-7%	18	8%
COc1ccc(CCN=Cc2ccccc2O)cc1OC	11%	3%	-9%	-12%	-6	35%[activator]	-3%	·	-7%
Cc1ccc(N2CC(C(=O)NC3CC3)CC2=O)cc1Cl (stereo not drawn)	1%	0%	0%	4%	-5	-1%	-2%	-7	1%
CCOc1cc(CNc2nn[nH]n2)ccc1OCC(=O)NC(C)(C)C	2%	4%	-25%	5%	10	4%	0%	10	1%
Cc1csc(SCC(=O)NC(=O)C2CCCCC2)n1	-4%	-5%	?	-20%	2	4%	1%	-1	-3%

Some of these compounds in order of molar mass, smallest number first.
SMILES	HT1080 IDH1KD tx	HT1080-NT tox	MCF10A rerep	KB-V1 MDR tox	DRD3 agonist	HEK293 tox	SW480 rerep	IL-1B inflam inh	KB-3-1 cytotox
COc1ccc(CCN=Cc2ccccc2O)cc1OC	11%	3%	-9%	-12%	-6	35%[activator]	-3%	·	-7%
Cc1ccc(N2CC(C(=O)NC3CC3)CC2=O)cc1Cl (stereo not drawn)	1%	0%	0%	4%	-5	-1%	-2%	-7	1%
O=[N+]([O-])c1ccc(Oc2cccc3cccnc23)c(Cl)c1	-9%	-3%	23%	-2%	-9	0%	6%	-13	0%
Cc1cc(-c2nn3c(C)nnc3s2)ccc1NC(=O)C(C)(C)C	0%	0%	0%	4%	7	1%	-7%	18	8%
CCOc1cc(CNc2nn[nH]n2)ccc1OCC(=O)NC(C)(C)C	2%	4%	-25%	5%	10	4%	0%	10	1%
CCOC(=O)c1c(C)oc2nc(C)nc(NCc3cccc(OC)c3)c12	·	·	·	-12%	14	1%	·	·	-16%
COc1ccc(CNC(=O)C2CSC(c3ccc(OC)cc3)N2C(C)=O)cc1 (stereo not drawn)	-1%	0%	-2%	-4%	-6	6%	0%	-7	-7%

Bioassay records as filed in PubChem.
